Screens from PubChem BioAssay.
APE1 inh: APE1 (human) endonuclease inhibition; Potency, µM (highest dose often 65.8 µM), for inactives: at the highest dose activity change, negative = inhibition, actives largely listed as inhibitors; 350,000 compounds, 0.35% hits; recombinant APE1, TAMRA/BHQ-2 abasic DNA cleavage fluorescence; P27695; AID 2517;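 note: potency is the fitted concentration of half-maximal effect; plate controls were vehicle for no effect and reference inhibitor for full effect; nearly all actives have a fitted effect of over 55% in size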
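Kinetic fluorescence read (525 ex/598 em nm, three reads 60 s apart) of AP-site incision; signal = third minus first read. Enzyme 0.75 nM, dual-labelled THF duplex 50 nM, compound preincubation 15 min RT.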
Pol iota inh: DNA polymerase iota (human) inhibition; Q9UNA4; Pol iota fluorescent replication assay, 10 min; Potency, µM (series often up to 115 µM), without a hit: at the top dose activity, negative = inhibition, hits mostly inhibitors; 390,000 compounds, 1% hits; AID 588590; note: potency is the fitted concentration of half-maximal effect
Target sequence (Q9UNA4 whole entry, looked up): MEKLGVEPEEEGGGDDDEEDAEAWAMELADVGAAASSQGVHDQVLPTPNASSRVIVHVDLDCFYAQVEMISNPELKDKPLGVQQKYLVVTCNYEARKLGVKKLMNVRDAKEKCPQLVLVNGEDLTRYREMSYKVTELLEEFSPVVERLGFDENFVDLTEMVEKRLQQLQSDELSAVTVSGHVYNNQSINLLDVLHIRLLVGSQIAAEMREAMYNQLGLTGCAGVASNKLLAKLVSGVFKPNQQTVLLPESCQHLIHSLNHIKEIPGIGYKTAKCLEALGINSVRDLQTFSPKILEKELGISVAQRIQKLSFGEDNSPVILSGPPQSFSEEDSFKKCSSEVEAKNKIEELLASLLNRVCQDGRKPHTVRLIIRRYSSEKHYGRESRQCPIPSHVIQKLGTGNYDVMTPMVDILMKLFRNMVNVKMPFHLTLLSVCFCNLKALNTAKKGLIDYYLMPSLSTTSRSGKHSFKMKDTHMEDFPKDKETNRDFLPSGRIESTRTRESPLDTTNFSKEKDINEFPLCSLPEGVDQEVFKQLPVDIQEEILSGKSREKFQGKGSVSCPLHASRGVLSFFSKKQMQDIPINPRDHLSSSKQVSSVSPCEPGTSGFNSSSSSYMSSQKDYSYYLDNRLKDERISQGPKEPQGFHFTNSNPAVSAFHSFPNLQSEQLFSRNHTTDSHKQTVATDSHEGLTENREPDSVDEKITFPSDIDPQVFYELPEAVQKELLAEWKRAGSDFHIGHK
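Fluorescent replication assay read twice, at 0 min and 10 min after adding 50 nM (final) substrate. Enzyme (10 nM) and compounds were first incubated 15 min at room temperature; enzyme-free buffer wells were negative controls.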
POLB inh: inhibitors of human DNA polymerase beta; Potency, µM (highest dose often 114 µM), for inactives: at the top dose activity change, negative = inhibition, most hits filed as inhibitors; 340,000 compounds, 1.3% hits; Pol beta primer extension/strand displacement, fluorescence kinetic; P06746; AID 485314; note: potency is the fitted concentration of half-maximal effect; % is set by controls: 0 for no effect and ±100 for the full control effect
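Kinetic readout of DNA synthesis with strand displacement by Pol beta. Compound and 10 nM enzyme sit 15 min at room temperature; 50 nM substrate starts the reaction, read immediately and at 10 min.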
LDHA inh: LDHA (human) enzyme inhibition. 480,000 compounds, 0.15% hits. purified LDHA, NADH/diaphorase-resazurin fluorescence; active compounds read low. activity change, % (values are at about 110 or 230 µM); in the data active = activity change below about -30%; inconclusive = mostly about -25% to -30%;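 note: plate controls were DMSO wells for no effect and wells without enzyme for full effect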
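Human LDH5 (2 nM) was incubated with 0.06 mM NADH and 0.2 mM pyruvate for 5 min at room temperature in Tris pH 7.4. Remaining NADH was coupled through diaphorase/resazurin, and resorufin fluorescence was read at 0 and 20 min.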
POLH inh: inhibitors of human DNA polymerase eta; Q9Y253; recombinant Pol eta, fluorescent DNA replication assay; Potency, µM (series often up to 114 µM), for inactives: at the highest dose activity change, negative = inhibition, usual class: inhibitors; 390,000 compounds, 1.2% hits; AID 588591; note: potency is the fitted concentration of half-maximal effect; % is set by controls: 0 for no effect and ±100 for the full control effect
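Pol eta (10 nM) was preincubated with compounds for 15 min at room temperature, after which fluorescent replication substrate (50 nM final) was added to start the reaction. Fluorescence was read kinetically at 0 and 10 min.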
POLK inh: blocks human DNA polymerase kappa activity; Q9UBT6; purified Pol kappa, fluorescent DNA synthesis assay, 10 min; Potency, µM (top dose mostly 107 µM), for inactives: top-dose activity, negative = inhibition, most hits filed as inhibitors; 400,000 compounds, 0.53% hits; AID 588579; note: potency is the fitted concentration of half-maximal effect; % is set by controls: 0 for no effect and ±100 for the full control effect
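10 nM Pol kappa preincubated 15 min at room temperature with compounds, then reaction started with substrate at 50 nM final. Fluorescence read kinetically at 0 and 10 min; buffer-only wells served as negative control.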
Anesthetic bind: candidate novel general anesthetic via apoferritin binding; apoferritin/1-aminoanthracene competitive binding, fluorescence; Potency, µM (doses to about 77.5 µM), for the others: top-dose activity change, negative = displacement, hits mostly inhibitors; 350,000 compounds, 0.074% hits; P02791; note: potency is the fitted concentration of half-maximal effect; % is set by controls: 0 for no effect and ±100 for the full control effect; nearly all actives have a fitted effect of over 20% in size
Target sequence (P02791 2-175 limits assumed): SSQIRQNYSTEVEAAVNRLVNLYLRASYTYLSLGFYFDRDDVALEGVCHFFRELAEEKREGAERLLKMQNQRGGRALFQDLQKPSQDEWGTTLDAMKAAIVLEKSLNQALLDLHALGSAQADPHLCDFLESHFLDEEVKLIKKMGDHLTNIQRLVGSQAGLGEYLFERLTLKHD
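Read-out: endpoint 1-AMA fluorescence, excitation 380 nm and emission 535 nm, after compounds sit 10 min at room temperature with 10 uM horse-spleen apoferritin in 50% saturated 1-AMA/PBS. Values come from four-parameter Hill fits.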
BLM inh: Bloom syndrome helicase (human) inhibition | recombinant BLM DNA unwinding, fluorescence dequenching | Potency, µM (top dose mostly 56.1 µM), for the others: at the top dose activity change, negative = inhibition, most hits filed as inhibitors | 350,000 compounds, 0.2% hits;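 note: potency is the fitted concentration of half-maximal effect; plate controls were vehicle for no effect and no enzyme for full effect; nearly all actives have a fitted effect of over 35% in size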
Glioma ERSR ind: ER stress response induction in glioma | U87-MG GRP78 promoter luciferase reporter, 16 h | Potency, µM, for the others: at the top dose activation, usual class: activators | 420,000 compounds, 0.02% hits; note: potency is the fitted concentration of half-maximal effect; series mostly up to about 76 µM; % of control where 0% means no effect; nearly all actives have a fitted effect of over 35% in size
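ERSR induction read as luciferase luminescence (Bright-Glo, 10 min at room temperature) in stably transfected human U87-MG glioma cells exposed to compounds for 16 h, using GRP78 as sensor.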
* marks the source's active call; other numbers are inactive results; ? = inconclusive; / = no result given; & = joins results of further samples; [ ] = another dose, or the depositor's remark. Unless noted, calls come from the whole dose curve; as a rule, active = well fitted curve in the direction sought with a large enough effect; inconclusive = small, poorly fitted or top-dose-only effect, or another doubt; inactive = no such curve, though single readings can be large; an effect the other way counts as inactive or inconclusive. An excerpt. The share of hits here may be higher or lower than overall.

APE1 inh,Pol iota inh,POLB inh,LDHA inh,POLH inh,POLK inh,Anesthetic bind,BLM inh,Glioma ERSR ind,canonical_smiles
-5.1%,89.1µM*,24.2%,-0.8,-14.0%,-3.1%,?,-8.2%,-3.4%,O=C(c1ccc2c(=O)n3c(nc2c1)CCCCC3)N1CCN(C(c2ccccc2)c2ccccc2)CC1
45.0%[activator],5.1%,-4.2%,-1.0,-3.8%,3.9%,-1.7%,0.4%,-3.7%,O=C(COc1ccccc1)N=C1SC2CS(=O)(=O)CC2N1c1ccc(F)cc1 (stereo unspecified)
5.0%,170.6%[activator],-0.5%,-13.5,1.4%,-8.7%,-17.8%,-20.3%,-2.0%,O=C(CCSCc1ccc(Cl)cc1)NCc1cccs1
/,?,1.8%,-7.8,-7.0%,-15.5%,97.7%[activator],-9.6%,-3.3%,CNS(=O)(=O)c1cc(-c2nnc(Nc3cc(C)ccc3C)c3ccccc23)ccc1C
58.4%[activator],17.1%,-11.4%,-3.3,-8.7%,6.6%,0.2%,-2.9%,-3.3%,COc1cc(OC)cc(C(=O)Nc2cc(C)nn2-c2ccccc2)c1
12.9%&-1.6%&0.1%&0.0%,9.5%,15.4%[57.1 µM],-5.5,-4.9%,-13.7%[60.1 µM],/,2.2%,-4.6%&-1.9%&0.8%&-3.3%,O=C(O)C1=CCCN(CCON=C(c2ccccc2)c2ccccc2)C1
/,2.3%,0.7%,1.1,-21.9%,4.7%,-7.2%,-2.3%,-1.4%,COc1ccc(-c2cc(C(F)(F)F)nc(SCC(=O)NCC(C)C)n2)cc1OC
-3.2%,?,10.3%,30.3,-8.1%,-3.9%,-9.2%,-1.4%,-13.5%,CC(=O)Oc1ccc(OC(C)=O)c(SCCCCCN2CCOCC2)c1
-3.0%,21.0%,10.4%,-2.4,-25.2%,-14.2%,-5.2%,-5.2%,-4.2%,COc1cc2c(c(OC)c1OC)C(=O)CC2
-2.3%,16.0%,86.8%,1.4,-11.2%,-2.1%,-21.9%,-4.0%,-7.5%,C=CCOc1ccc(/C(O)=C2/C(=O)C(=O)N(CCN3CCOCC3)C2c2ccc(C)cc2)cc1 (stereo unspecified)
2.0%,29.3%,/,-5.3,-14.0%,-15.2%,/,/,3.6%,Cc1ccc(NC(=O)c2ccc(S(=O)(=O)NCc3ccco3)cc2)nc1
-0.3%,38.2%[activator],-2.8%,-4.9,-6.3%,3.3%,-6.5%,-5.0%,-2.0%,Cc1ccc(NC(=O)N(CCC(=O)O)Cc2ccccc2)cc1
3.6%,-16.1%,9.9%,-15.3,-10.9%,-15.8%,-10.5%,-4.4%,-1.0%,Cc1[nH]nc(SCC(=O)NCC(C)C)c1[N+](=O)[O-]
?,18.1%,-16.7%,-0.8,-8.1%,-13.3%,?,-5.1%,-11.7%,Cc1c(C=O)c(C=O)c(C)n1Cc1ccccc1
/,16.5%,-17.1%,0.5,-11.4%,-7.0%,17.4%,0.5%,-1.8%,Cc1ccc(S(=O)(=O)NCC2CCC(C(=O)NCc3ccc(F)cc3)CC2)cc1 (stereo unspecified)
/,-16.3%,-7.1%,-4.7,7.9%,-11.7%,-13.3%,-9.7%,2.2%,CC(=O)c1ccc(NC(=O)Cn2c(=O)n(Cc3ccco3)c(=O)c3sc4ccccc4c32)cc1
-0.6%,24.4%,22.3%,0.0,-13.9%,-13.8%,-3.7%,-1.2%,-2.8%,CCOc1ccc(NC(=O)CSc2nc3ccccc3c(=O)n2CCCC(=O)N2CCCC2)cc1
1.6%,26.1%,/,-0.2,-15.1%,4.6%,/,/,-3.9%,CCN(CC)CCCn1c2c(c(SCC(=O)Nc3cc(C)on3)nc1=O)CCC2
4.2%,15.1%,0.6%,-12.9,-7.4%,-2.1%,-19.7%,-8.8%,-4.3%,CC(C)(C)c1nc(SCC(=O)Nc2ccc(N3CCOCC3)cc2)c2ccccc2n1
-3.9%,-2.4%,15.3%,-2.4,-6.3%,-2.4%,1.5%,-6.7%,-1.3%,COCCNC(=O)c1ccc(CSCc2cccc(Cl)c2)o1
-2.4%,10.8%,43.5%,-7.2,2.3%,7.2%,1.3%,-0.2%,-4.0%,CCC(C)NC(=O)CN1C(=O)CC(C)(C)S(=O)(=O)c2ccccc21 (stereo unspecified)
10.4%,42.9%[activator],1.2%,-3.6,-23.3%,-2.9%,-18.6%,-3.3%,-3.6%,Cc1cnc(CN(C)Cc2nc(Cc3cccc(C(F)(F)F)c3)no2)[nH]1
-17.1%,?,-3.1%,-6.7,-14.0%,-7.4%,-12.9%,-6.0%,-3.9%,CCc1cccc(NC(=O)C2CCN(S(=O)(=O)c3ccc4c(c3)CC(C)N4C(C)=O)CC2)c1 (stereo unspecified)
-3.2%,?,15.0%,-1.7,-13.0%,-3.2%[60.1 µM],?,-9.2%&-10.6%,-1.2%&-1.0%&-3.4%,CC#C[C@]1(O)CC[C@H]2[C@@H]3CCC4=CC(=O)CCC4=C3[C@@H](c3ccc(N(C)C)cc3)C[C@@]21C
-0.3%,25.0%,-2.3%,1.5,-4.1%,-20.0%,-8.3%,-22.7%,-2.3%,CC(C)(C)N(Cc1ccccc1)C(=O)CCc1ccccc1
-0.2%,9.1%,?,-5.1,-4.4%,-14.2%,?,-3.4%,-3.0%,Cc1cc(C)cc(NC(=O)c2cccc(NC(=O)C3C4CC5OC(=O)C3C5C4)c2)c1 (stereo unspecified)
45.7%,-16.0%,13.1%,-1.4,-2.9%,6.7%,-10.2%,0.4%,-3.0%,CSCC(C)N1CCC(n2nccc2NC(=O)CCc2ccccc2)CC1 (stereo unspecified)
-8.2%,20.7%,0.9%,-4.2,-6.7%,-7.4%,-12.7%,-0.4%,-3.6%,Cc1ccc(S(=O)(=O)Nc2cc(S(=O)(=O)N3CCCCC3)ccc2N2CCOCC2)cc1
-22.3%,-18.8%,/,-4.1,-12.1%,-7.9%,/,/,2.0%,Cc1ccc(S(=O)(=O)N2CCOCC2)cc1NC(=O)c1cc2ccccc2oc1=O
0.6%,170.9%[activator],-1.0%,-1.8,-18.3%,-4.0%,-5.1%,-3.1%,-4.2%,O/N=C1\CCCc2c1nc(-c1ccccc1F)n2O
/,7.7%,-27.3%,0.7,-14.0%,-5.6%[60.1 µM],-1.8%,-1.7%,-4.5%,CCC(C)NC(=O)C1CCN(S(=O)(=O)c2ccc3c(ccn3CC)c2)CC1 (stereo unspecified)
53.7%,29.2%,13.3%,-2.7,-22.6%,1.3%,-7.6%,-3.0%,0.2%,COc1ccc(Cl)cc1S(=O)(=O)N(C)CC(=O)NCc1ccc2c(c1)OCO2
-5.7%,13.4%,46.3%,-7.1,2.5%,-9.5%,-3.2%,2.6%,-3.2%,O=C(COc1ccc(F)cc1)N(c1ccccn1)C1CCCCC1
-20.4%,?,/,-12.7,-4.2%,-25.5%,/,/,-1.7%,COc1ccc([C@H]2CC(=O)C=C(c3cccc(Cl)c3)C2)cc1
1.2%,-4.8%,-1.2%,-1.6,-14.4%,-3.6%,-10.6%,1.3%,-1.8%,CCOc1ccc(CCNC(=O)C2CCN(S(=O)(=O)N3CCOCC3)CC2)cc1OCC
-2.9%,-7.1%,-0.1%,-4.5,6.1%,-1.6%,-11.2%,0.4%,2.0%,COC(=O)N/N=C(\C)c1ccc(Br)cc1
-6.8%,-15.2%,32.8%,-4.3,-13.3%,3.8%,25.2%,-2.3%,-5.7%,COc1ccc(CCC(=O)Nc2nccs2)cc1OC
-7.2%,38.8%[activator],/,-0.3,-16.5%,13.3%,/,/,-2.7%,Cc1ccc(Cl)cc1NC(=O)Cn1c(C)csc1=O
-3.9%,14.4%,-1.2%,-10.9,-11.7%,-12.8%,-6.2%,-5.3%,-2.8%,C=C(C)CNC(=S)NNC(=O)CCn1c2ccccc2c2ccccc21
-7.4%,16.5%,9.6%,-7.1,-10.9%,-10.9%,41.8%[activator],-8.0%,4.3%,Oc1ccc(-c2csc(-c3c[nH]c4ccccc34)n2)c(O)c1
-4.2%,5.5%,15.4%,-4.8,-0.8%,-16.9%,-12.8%,2.8%,4.9%,Cn1c(SCc2nc3ccccc3s2)nnc1-c1cccs1
/,?,8.7%,2.2,12.6%,-9.0%,-19.3%,-7.3%,-1.5%,Cc1ccc(-c2noc(-c3ccccc3NC(=O)c3ccccc3)n2)cc1
1.5%,35.1%[activator],32.3%,-3.1,-3.9%,-19.5%,3.5%,-1.8%,-2.8%,CCOC(=O)C(NC(=O)Nc1ccc(F)cc1F)(Oc1ccccc1)C(F)(F)F (stereo unspecified)

Of the compounds above, 6 have an aryl methoxy group.
APE1 inh,Pol iota inh,POLB inh,LDHA inh,POLH inh,POLK inh,Anesthetic bind,BLM inh,Glioma ERSR ind,canonical_smiles
58.4%[activator],17.1%,-11.4%,-3.3,-8.7%,6.6%,0.2%,-2.9%,-3.3%,COc1cc(OC)cc(C(=O)Nc2cc(C)nn2-c2ccccc2)c1
/,2.3%,0.7%,1.1,-21.9%,4.7%,-7.2%,-2.3%,-1.4%,COc1ccc(-c2cc(C(F)(F)F)nc(SCC(=O)NCC(C)C)n2)cc1OC
-3.0%,21.0%,10.4%,-2.4,-25.2%,-14.2%,-5.2%,-5.2%,-4.2%,COc1cc2c(c(OC)c1OC)C(=O)CC2
53.7%,29.2%,13.3%,-2.7,-22.6%,1.3%,-7.6%,-3.0%,0.2%,COc1ccc(Cl)cc1S(=O)(=O)N(C)CC(=O)NCc1ccc2c(c1)OCO2
-20.4%,?,/,-12.7,-4.2%,-25.5%,/,/,-1.7%,COc1ccc([C@H]2CC(=O)C=C(c3cccc(Cl)c3)C2)cc1
-6.8%,-15.2%,32.8%,-4.3,-13.3%,3.8%,25.2%,-2.3%,-5.7%,COc1ccc(CCC(=O)Nc2nccs2)cc1OC
